High-throughput results deposited in PubChem by National Center for Advancing Translational Sciences (NCATS).
PGK inhibitor: blocks T. brucei phosphoglycerate kinase; AID 602233; hit rate 0.043% among 380,000; Potency, µM (top dose mostly 57.5 µM), for inactives: top-dose activity change, negative = inhibition, hits mostly inhibitors; PGK/GAPDH coupled, Kinase-Glo luminescence, 60 min; P07378; note: potency is the fitted concentration of half-maximal effect; % is set by controls: 0 for no effect and ±100 for the full control effect; nearly all actives have a fitted effect of over 60% in size
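Recombinant glycosomal PGK reaction used 1,3-bisphosphoglycerate generated in-well by GAPDH (100nM final) in 100mM TEA pH 7.6, 5mM MgCl2, 0.01% Tween-20. After 60 minutes at room temperature, ATP was read by Kinase-Glo Plus luminescence end-point.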
JMJD2A Tudor inh: JMJD2A Tudor domain (human) inhibition; O75164; hit rate 4.4% among 390,000; Potency, µM (series often up to 114 µM), for inactives: at the top dose activity change, negative = inhibition, actives largely listed as inhibitors; AlphaScreen JMJD2A-Tudor / H3K4me3 peptide binding; note: potency is the fitted concentration of half-maximal effect; % is set by controls: 0 for no effect and ±100 for the full control effect; nearly all actives have a fitted effect of over 50% in size
ERG Ets-DNA blk: blocks human ERG Ets domain binding to DNA; P11308; fluorescence polarization, His-ERG Ets domain / labelled DNA; Potency, µM (titrated, usually from 76.9 µM), without a hit: top-dose FP activity, negative = inhibition, hits mostly inhibitors; hit rate 0.028% among 370,000; active = well fitted inhibition curve with a large enough effect in the polarisation, with a control signal flat; inconclusive = small, poorly fitted or top-dose-only effect, or effect the other way, or a change in a side signal; inactive = no such curve, though single readings can be large or run the other way; the % refers to the polarisation;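 note: polarization taken with two DNA probes labelled with fluorescein and Texas red; potency is the fitted concentration of half-maximal effect; % of control where 0% means no effect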
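His-tagged ERG Ets domain (1 uM in the protein solution; 300mM KCl, 50mM Tris-HCl, 1mM EDTA, 1mM DTT, pH 7.5) received compound, then a probe mix of 5 nM fluorescein-DNA and 100nM Texas-615-DNA. Fluorescence polarization was read for both dyes.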
HP1b binding inh: blocks HP1-beta chromodomain binding to methylated histone tails; AlphaScreen HP1-beta / biotin-H3K9me3 peptide binding; Potency, µM (doses to about 114 µM), for inactives: at the top dose activity change, negative = inhibition, actives largely listed as inhibitors; P83916; hit rate 0.56% among 390,000; note: potency is the fitted concentration of half-maximal effect; nearly all actives have a fitted effect of over 70% in size; inactives centre near 23
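AlphaScreen: HP1-beta (50 nM) preformed 30 min with biotin-H3(1-18)K9me3 peptide (50 nM) in PBS pH 7.4, 0.01% Tween-20. Compound added for 30 min at RT, then streptavidin donor/nickel chelate acceptor beads (10 ug/mL) for 30 min.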
G9a block: inhibitors of human histone lysine methyltransferase G9a; Q96KQ7; G9a H3K9 monomethylation, AlphaScreen, 2 h; Potency, µM (titrated, usually from 102 µM), for the others: at the highest dose activity, negative = inhibition, actives largely listed as inhibitors; hit rate 8.8% among 350,000; note: potency is the fitted concentration of half-maximal effect; % is set by controls: 0 for no effect and ±100 for the full control effect; nearly all actives have a fitted effect of over 75% in size
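AlphaScreen detection with an anti-monomethyl H3K9 antibody quantified product after a 2 h room-temperature reaction containing 500 nM biotinylated H3K9 peptide, 20 µM SAM and 20 nM enzyme, which had been preincubated 15 min with compound.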
BAZ2B inh: BAZ2B (human) inhibition; AlphaScreen BAZ2B-H3K14Ac peptide displacement; hit rate 4.4% among 360,000; Q9UIF8; Potency, µM (doses to about 114 µM), for inactives: top-dose activity change, negative = inhibition, actives largely listed as inhibitors; note: potency is the fitted concentration of half-maximal effect; % is set by controls: 0 for no effect and ±100 for the full control effect; nearly all actives have a fitted effect of over 60% in size
Target sequence (Q9UIF8 whole entry, looked up): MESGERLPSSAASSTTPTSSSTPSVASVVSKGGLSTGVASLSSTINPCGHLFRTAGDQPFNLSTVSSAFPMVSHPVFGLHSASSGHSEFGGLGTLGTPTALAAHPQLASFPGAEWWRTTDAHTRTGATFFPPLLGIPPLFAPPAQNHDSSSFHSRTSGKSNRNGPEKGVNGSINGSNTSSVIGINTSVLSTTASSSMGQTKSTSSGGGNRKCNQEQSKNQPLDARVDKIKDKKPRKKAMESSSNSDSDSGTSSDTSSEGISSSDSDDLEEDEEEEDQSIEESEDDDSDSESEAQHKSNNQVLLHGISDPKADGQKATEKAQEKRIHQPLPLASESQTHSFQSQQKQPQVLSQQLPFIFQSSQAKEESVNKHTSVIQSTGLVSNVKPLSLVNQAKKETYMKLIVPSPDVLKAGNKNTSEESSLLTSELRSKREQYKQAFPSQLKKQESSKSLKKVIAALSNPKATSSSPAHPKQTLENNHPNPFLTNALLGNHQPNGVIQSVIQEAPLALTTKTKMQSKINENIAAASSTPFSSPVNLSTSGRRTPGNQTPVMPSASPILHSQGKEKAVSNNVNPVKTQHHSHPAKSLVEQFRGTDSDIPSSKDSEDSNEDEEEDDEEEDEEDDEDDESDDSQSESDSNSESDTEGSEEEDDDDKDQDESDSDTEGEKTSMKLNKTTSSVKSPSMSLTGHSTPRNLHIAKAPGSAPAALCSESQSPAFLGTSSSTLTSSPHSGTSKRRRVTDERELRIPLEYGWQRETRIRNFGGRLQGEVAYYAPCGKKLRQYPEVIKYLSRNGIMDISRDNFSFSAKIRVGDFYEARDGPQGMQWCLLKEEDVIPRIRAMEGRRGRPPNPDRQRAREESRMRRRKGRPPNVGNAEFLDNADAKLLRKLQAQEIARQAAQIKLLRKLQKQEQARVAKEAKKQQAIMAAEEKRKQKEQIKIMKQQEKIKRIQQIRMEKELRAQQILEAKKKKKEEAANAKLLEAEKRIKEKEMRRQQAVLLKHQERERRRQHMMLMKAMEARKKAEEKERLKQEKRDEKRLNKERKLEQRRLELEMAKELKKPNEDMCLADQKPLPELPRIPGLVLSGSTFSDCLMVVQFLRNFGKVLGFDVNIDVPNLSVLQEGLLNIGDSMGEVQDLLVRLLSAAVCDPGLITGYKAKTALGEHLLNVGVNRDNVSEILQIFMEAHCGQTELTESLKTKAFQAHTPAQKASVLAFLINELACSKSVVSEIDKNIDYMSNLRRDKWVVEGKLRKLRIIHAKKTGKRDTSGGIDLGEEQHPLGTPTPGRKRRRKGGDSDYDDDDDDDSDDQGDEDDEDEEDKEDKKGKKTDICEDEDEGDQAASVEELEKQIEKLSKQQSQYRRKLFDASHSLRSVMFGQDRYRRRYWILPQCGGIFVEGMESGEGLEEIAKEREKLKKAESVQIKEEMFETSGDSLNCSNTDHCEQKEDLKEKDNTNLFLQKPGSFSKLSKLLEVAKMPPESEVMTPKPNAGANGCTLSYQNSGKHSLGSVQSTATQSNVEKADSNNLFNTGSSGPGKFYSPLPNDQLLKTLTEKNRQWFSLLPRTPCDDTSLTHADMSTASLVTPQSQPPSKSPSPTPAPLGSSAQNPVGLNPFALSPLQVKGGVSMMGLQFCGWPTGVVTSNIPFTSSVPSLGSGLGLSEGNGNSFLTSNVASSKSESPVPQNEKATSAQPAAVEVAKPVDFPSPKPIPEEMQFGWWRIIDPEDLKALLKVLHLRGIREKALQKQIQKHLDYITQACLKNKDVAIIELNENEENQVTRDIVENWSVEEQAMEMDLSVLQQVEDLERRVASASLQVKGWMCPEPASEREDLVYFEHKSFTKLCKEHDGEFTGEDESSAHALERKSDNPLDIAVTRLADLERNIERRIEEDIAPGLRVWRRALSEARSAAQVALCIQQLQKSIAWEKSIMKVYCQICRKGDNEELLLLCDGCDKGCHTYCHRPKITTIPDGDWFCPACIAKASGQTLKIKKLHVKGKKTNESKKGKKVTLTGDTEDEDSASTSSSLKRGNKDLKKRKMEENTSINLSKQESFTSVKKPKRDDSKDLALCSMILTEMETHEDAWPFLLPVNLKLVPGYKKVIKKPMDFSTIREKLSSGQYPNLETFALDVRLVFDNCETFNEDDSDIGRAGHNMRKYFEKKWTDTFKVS
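In this displacement format the biotinylated H3(5-23) peptide acetylated at Lys14 serves as ligand at 50 nM, with BAZ2B at 50 nM in PBS pH 7.4 containing 0.01% Tween-20. Donor and acceptor beads are 10 ug/mL final.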
GLS inhibitor: inhibitors of human glutaminase (GLS). GLS enzymatic activity, qHTS titration. Potency, µM (series often up to 45.5 µM), without a hit: at the highest dose activity change, negative = inhibition, usual class: inhibitors. hit rate 0.21% among 410,000. O94925. AID 624170; note: potency is the fitted concentration of half-maximal effect; % is set by controls: 0 for no effect and ±100 for the full control effect
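hKGA in 45 mM KH2PO4 pH 8.2, 0.02% Tween-20 with pin-transferred compounds; 1 mM L-glutamine (stock) plus glutamate oxidase/HRP/Amplex Red coupling added. Fluorescence read initially and after 30 min at RT.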
PI4K2A block: inhibitors of human PI4K2A. purified PI4K2A, ADP-Glo luminescence, 1 h; hits give low values. activity change, negative = inhibition, % at 76.9 µM. hit rate 0.13% among 420,000. AID 1346378; in the data active = activity change below about -50%; inconclusive = mostly about -30% to -49%;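 note: -100% = wells without enzyme as full effect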
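PI4K2A activity was measured by ADP-Glo luminescence: enzyme (4 ug/mL stock) and phosphatidylinositol (1.2 mM stock) in Tris pH 7.5/MgCl2/EGTA/Triton X-100 buffer were reacted with ATP (300 microM stock) for one hour at ambient temperature.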
Pin1 inh: human Pin1 inhibition. Q13526. Pin1 FP peptide displacement, HiFluor488, 10 min. Potency, µM (top dose mostly 115 µM), inactives show at the highest dose activity, negative = inhibition, hits mostly inhibitors. hit rate 0.009% among 390,000; active = well fitted inhibition curve with a large enough effect in the polarisation, with a control signal flat, not every such curve was filed as active; inconclusive = small, poorly fitted or top-dose-only effect, or effect the other way, or a change in a side signal; inactive = no such curve, though single readings can be large or run the other way; the % refers to the polarisation; note: potency is the fitted concentration of half-maximal effect; % is set by controls: 0 for no effect and ±100 for the full control effect
Starred values were filed as active, the others as inactive; i = inactive; ? = inconclusive; · = no result given; & = joins results of further samples; [ ] = dose if it differs, or a comment. Unless noted, calls come from the whole dose curve; as a rule, active = well fitted curve in the direction sought with a large enough effect; inconclusive = small, poorly fitted or top-dose-only effect, or another doubt; inactive = no such curve, though single readings can be large; an effect the other way counts as inactive or inconclusive.

Results follow in this order: PGK inhibitor | JMJD2A Tudor inh | ERG Ets-DNA blk | HP1b binding inh | G9a block | BAZ2B inh | GLS inhibitor | PI4K2A block | Pin1 inh
(1) Cc1cccc(N(C(=O)c2snc(C(N)=O)c2N)C(C(=O)NCC2CCCO2)c2cccs2)c1 (stereo not drawn)
    i | -19% | 7% | 34% | 10% | 1% | -10% | -1 | -7%
(2) Cc1noc(C)c1Cc1c(Cl)cccc1Cl
    -11% | 42%[activator] | -12% | 97%[activator] | -6%[59 µM] | 26% | -7% | -6 | -5%
(3) O=C(c1ccc(CNS(=O)(=O)c2ccc(Br)cc2)cc1)N1CCCCC1
    -4% | -9% | -2% | 45%[activator] | 25% | ? | 0% | -5 | -13%
(4) CCOC(=O)Cn1c(=O)c(F)cn(Cc2ccc(OC)c([N+](=O)[O-])c2)c1=O
    -1% | ? | 5% | -18% | -8% | -18% | -8% | 6 | 3%
(5) CCOCCCNC(=O)c1ccc(-n2c(=S)[nH]c3ccccc3c2=O)cc1
    -10% | 2% | -5% | 40%[activator] | ? | -21% | -14% | 0 | 3%
(6) CC1(C)CC(=O)C=C(NNC(=O)c2ccccc2)C1
    -2% | 6% | 4% | 12% | 7%[59 µM] | -1% | -14% | -10 | -1%
(7) COC(=O)c1c(NC(=O)c2ccc(S(=O)(=O)N3CCC(C)CC3)cc2)sc2c1CCN(C)C2
    2% | -18% | -1% | 29% | ? | -17% | 5% | -2 | ?
(8) Cc1cc(C)c(C)c(S(=O)(=O)NCC(=O)Nc2sc3c(c2C(N)=O)CCCC3)c1C
    0% | 14%[11.4 µM] | ? | 17% | ? | 7% | 2% | -2 | 7%
(9) NC(=O)/C(=C\c1ccccc1)NC(=O)/C=C/c1ccccc1
    0% | -5% | 4% | 3% | ? | 8% | 3% | 10 | 1%
(10) COc1cccc(C(=O)OCC(=O)Nc2ccccc2N2CCOCC2)c1
    -9% | -12% | -1% | 54%[activator] | -9% | -30% | -12% | 1 | 0%
(11) Cc1cc(N2CCN(C)CC2)nc2ccc(NC(=O)CCC(=O)N3CCN(c4ccc([N+](=O)[O-])cc4)CC3)cc12
    6% | -30% | 0% | -7% | ? | -39% | 18% | 1 | 3%
(12) CCC(NS(=O)(=O)c1ccc(C)cc1)C(=O)N1CCC2(O)CCCCC2C1 (stereo not drawn)
    -2% | -11% | 9% | 22% | -1%[12.7 µM] | -5% | 9% | -17 | 6%
(13) CCCCOc1ccc(C(=O)NCC(=O)N(C)CC(=O)Nc2ccc(N3CCOCC3)cc2)cc1
    i | -31% | 17% | -11% | 25µM* | -2% | 26% | -7 | -4%
(14) CSC1=NC(C)(C)C=C(/C=C/c2ccc(Cl)cc2Cl)N1
    -2% | ? | 21% | ? | 50µM* | ? | -1% | 2 | 16%
(15) CCOC(=O)c1nnc(-c2ccc(C)cc2)nc1Sc1ccc(Cl)cc1
    -8% | -4% | -17% | 34% | -2%[12.7 µM] | 32%[activator] | -3% | 2 | 0%
(16) COc1cccc(CNC(=O)CCn2cccn2)c1
    -3% | 1% | -13% | 34% | 9%[59 µM] | -3% | -1% | 3 | 2%
(17) COc1ccccc1/C=C/C=N/NC(=O)c1ccncc1
    7% | -14% | 0% | 31% | 15%[59 µM] | 6% | 1% | 3 | -5%
(18) Cc1cccc(-c2noc(CCC(=O)NCC3CCCO3)n2)c1 (stereo not drawn)
    -8% | -13% | 2% | 12% | ? | 11% | 18% | 2 | -4%
(19) CCn1c(CNC(=O)COc2c(C)cccc2C)nnc1SCC(=O)Nc1nccs1
    -2% | -11% | 2% | 50% | 1%[59 µM] | 6% | -5% | -1 | -1%
(20) O=C(NCc1ccccn1)c1cccn1-c1ncc(C(F)(F)F)cc1Cl
    -3% | -18% | 16% | 3% | -1% | -21% | -13% | -1 | -1%
(21) O=C(CCOc1ccccc1)Nc1ccc(S(=O)(=O)Nc2ncccn2)cc1
    7% | 0% | 2% | 42%[activator] | 1%[2.33 µM] | 8% | -2% | 3 | 0%
(22) CC(=O)Nc1ccc(NC(=O)CCCNC(=O)c2ccc(Cl)cc2)cc1
    -1% | -14% | -4% | -18% | -4% | 0% | -5% | 1 | -26%
(23) O=C(NCc1cn2ccsc2n1)c1c(F)cccc1Cl
    5% | -10% | -1% | 39% | ? | -1% | 7% | 0 | 5%
(24) CCOc1cc(N2CCOCC2)c(OCC)cc1NC(=O)c1c(C)noc1C
    i | -16% | -4% | 18% | 16µM* | -2% | 21% | -3 | -5%
(25) COc1ccc(C(=O)NCC(=O)NCC(=O)OCc2ccc(Cl)cc2)cc1
    -5% | -10% | -14% | 25% | -7% | 2% | -2% | 2 | -14%
(26) O=S(=O)(c1ccc(Oc2ccc(S(=O)(=O)N(CCO)CCO)cc2)cc1)N(CCO)CCO
    4% | -2% | -12% | 46%[activator] | 9% | 11% | 2% | 0 | -9%
(27) CCC(C)Sc1nnc(CNC(=O)C23CC4CC(CC(C4)C2)C3)n1C1CCCCC1 (stereo not drawn)
    0% | ? | -6% | 31% | -25% | -5% | 1% | 0 | 4%
(28) O=C(Nc1ccccc1C(F)(F)F)N1CCC(CN2CCc3ccccc3C2)CC1
    -9% | 4% | -2% | 22% | 0%[59 µM] | -1% | 9% | 4 | -1%
(29) Cn1c(/C(C#N)=C(\O)c2cc(Cl)sc2Cl)nc2ccccc21
    -1% | -5% | -12% | 28% | 71%[activator] | -17% | 15% | -1 | 3%
(30) CCC(=O)N1CCN(c2ccc(NC(=O)c3ccc(N4CCCC4)c([N+](=O)[O-])c3)cc2)CC1
    i | -6% | 0% | 22% | 16%[59 µM] | -9% | -21% | -3 | -5%
(31) Cc1cc(C)n2nc(C(=O)OCC(=O)N3C(C)CCCC3C)nc2n1 (stereo not drawn)
    -8% | 15% | 35%[activator] | 26% | 6%[2.33 µM] | 3% | -7% | -23 | ?
(32) COc1ccc(C(c2c(C)n(C)n(-c3ccccc3)c2=O)c2c(C)n(C)n(-c3ccccc3)c2=O)cc1O
    -2% | -6% | 7% | 49%[activator] | -15% | -7%&0% | -3% | -5 | -3%
(33) COc1ccccc1NC(=O)CN1CCN(CC(=O)Nc2ccc(F)cc2F)CC1
    2% | -8% | -9% | 55%[activator] | 25% | 4% | 12% | 7 | -1%
(34) COC(=O)c1ccc(Oc2nc(N3CCCCC3)nc(N3CCOCC3)n2)cc1
    -4% | -24% | · | 36% | 11%[12.7 µM] | 8% | -3% | -1 | -9%
(35) O=C(c1c[nH]c(C(=O)N2CCN(Cc3ccccc3)CC2)c1)C1CCCCC1
    i | -19% | -11% | 31% | -3% | -24% | 2% | 3 | 5%
(36) CN(C)Cc1cccc(-c2ccccc2)c1O
    5% | -1% | 3% | -15% | · | · | 21% | -1 | 4%
(37) O=C(COC(=O)[C@H](Cc1ccccc1)NC(=O)c1cccs1)Nc1ccccc1C(F)(F)F
    i | -8% | -1% | 25% | 1%[59 µM] | -19% | -1% | -1 | -7%
(38) Cc1ccc(C(=O)N2CCCC(Nc3ccc(C(C)C)cc3)C2)cn1 (stereo not drawn)
    i | -17% | 2% | 47%[activator] | 40µM* | -19% | -26% | 12 | 2%
(39) Cc1cccc(NC(=O)COC(=O)CNC(=O)C2CCCCC2)c1
    -1% | -5% | 9% | 12% | -30% | -36% | 5% | 5 | 9%
(40) Cc1cc(NCc2ccccc2)n2ncc(-c3ccccc3)c2n1
    8% | 128%[activator] | -4% | 259%[activator] | 374%[activator] | 67%[activator] | -7% | -2 | 5%
(41) COc1ccc2cc(C3=CC(=O)CCC3)ccc2c1
    i | -19% | 2% | 20% | · | · | 14% | -2 | 4%
(42) Cc1ccc(NN2C(=O)C=C(c3ccccc3)C2=O)cc1
    0% | -32% | -18% | -33% | 10µM* | -31% | ? | 8 | -5%
(43) Cn1c(SCc2cccc(C(F)(F)F)c2)nnc1-c1ccco1
    i | -11% | -8% | 44%[activator] | -10% | 6% | 1% | 2 | -1%
(44) CCC(=O)c1cn(CC(=O)Nc2cccc(C)c2C)c2ccccc12
    10% | -19% | -8% | 5% | 6% | -8% | 3% | -1 | 1%
(45) CS(=O)(=O)N1CCN(c2ncccn2)CC1
    6% | 0% | 0% | 25% | 5% | 11% | -1% | 4 | 1%
(46) Cc1cccc(N2CCN(C(=O)c3cnc4c(C)cccn4c3=O)CC2C)c1 (stereo not drawn)
    0% | 2% | 2% | 17% | -16%[59 µM] | -1% | 23% | -4 | -2%
(47) CC(C)CC1NC(=O)N(CC(=O)N2CCN(S(=O)(=O)c3ccc4ccccc4c3)CC2)C1=O (stereo not drawn)
    0% | -16% | 2% | 14% | -4%[59 µM] | 7% | 1% | -1 | -1%
(48) CCN1C(=O)[C@H]2[C@@H](c3ccc(OC)cc3)N3C(=O)CN(Cc4ccccc4)C(=O)[C@@]3(C)[C@H]2C1=O
    -12% | -16% | 0% | 31% | -5% | -26% | 3% | -1 | -2%
(49) CCCSc1nc2sc3c(c2c(=O)n1Cc1ccccc1)CC(C)(CC)OC3 (stereo not drawn)
    -1% | 6% | -6% | 11% | -21%[59 µM] | 7% | -8% | -2 | 2%
